SKKanGAS inh: S. pyogenes SKKanGAS growth inhibitors in kanamycin, primary screen, streptokinase expression inhibitor project, SKKanGAS strain, BacTiter-Glo luminescence; 6 h; inhibition, % at 7.5 µM; actives 1.3% (n = 300,000);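 active = mean replicate score, as percent of positive control median, at least 50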;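 note: strain carries kanamycin resistance gene driven by streptokinase promoter and grows in 40 µg/ml kanamycin; loss of luminescence reflects streptokinase promoter inhibition or plain growth inhibition; 0% = median of DMSO wells and 100% = positive control at its reference dose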
RGS4 inh: RGS4 inhibitors, primary screen, cell-based, HEK293 M3R inducible RGS4, calcium flux. Regulator of G-protein signaling 4 (Homo sapiens), P49798. Fluo-4 calcium flux; hits give high values; triggered by carbachol at its EC20. AID 463165, 2010. B-score at 10 µM. actives 0.45% (n = 310,000);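 active = B-score, a plate-corrected calcium signal, over three deviations above library mean, with baseline fluorescence within five deviations of library mean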;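 note: RGS4 expression induced by doxycycline in cells with stable M3 receptor; B-score is computed from the integrated fluorescence ratio over baseline after carbachol; higher B-score means a larger calcium signal and so more RGS4 inhibition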
Target sequence (P49798 whole entry, looked up): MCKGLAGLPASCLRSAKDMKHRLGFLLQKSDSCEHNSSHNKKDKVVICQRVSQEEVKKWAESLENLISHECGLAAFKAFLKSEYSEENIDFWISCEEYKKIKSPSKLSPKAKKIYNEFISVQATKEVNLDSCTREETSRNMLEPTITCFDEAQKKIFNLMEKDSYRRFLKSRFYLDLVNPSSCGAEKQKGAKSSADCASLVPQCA
RGS4 act: RGS4 potentiators or activators, primary screen, cell-based, HEK293 M3R inducible RGS4, calcium flux. carbachol calcium flux Fluo4; hits give low values. B-score at 10 µM. actives 0.92% (n = 310,000). AID 463111, 2010;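 active = B-score of the integrated calcium signal more than 4 SD below the library mean, with starting fluorescence not abnormally high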;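 note: negative B-score means reduced calcium response which marks RGS4 activation or potentiation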
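Assay system: Inducible-RGS4 HEK293 cells carrying M3 receptor | Schedule: Compound preincubation 20 min at room temperature before agonist | Signal: Kinetic calcium fluorescence imaging with Fluo4-AM dye, 2 µM | Read-out basis: B score from integrated fluorescence ratio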
MrgX1 PAM: positive allosteric modulators of MrgX1, primary screen, HEK293 cells, Fluo-4 calcium flux; Mas-related G-protein coupled receptor member X1 (Homo sapiens), Q96LB2; FDSS; hits give high values; B-score at 10 µM; actives 0.63% (n = 310,000); AID 588675, 2011;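 active = plate-corrected calcium response at least 3 library SD above typical, normal starting fluorescence, not activating the receptor alone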;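 note: compound read alongside a low EC10 to EC30 dose of BAM8-22 agonist; peak minus trough fluorescence over baseline measured at the second addition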
Target sequence (Q96LB2 whole entry, looked up): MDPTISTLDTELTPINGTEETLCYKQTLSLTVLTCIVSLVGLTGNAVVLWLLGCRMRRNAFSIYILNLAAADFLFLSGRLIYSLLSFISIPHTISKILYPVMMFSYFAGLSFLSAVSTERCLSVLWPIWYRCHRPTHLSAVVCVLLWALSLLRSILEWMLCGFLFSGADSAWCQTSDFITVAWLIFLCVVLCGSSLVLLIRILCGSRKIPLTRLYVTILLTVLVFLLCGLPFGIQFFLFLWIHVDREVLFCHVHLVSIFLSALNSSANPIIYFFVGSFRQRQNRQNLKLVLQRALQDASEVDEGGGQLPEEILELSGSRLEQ
TRPC6 inhibitor: mouse TRPC6 channel inhibitors, primary screen, cell-based, HEK293, membrane potential dye | Short transient receptor potential channel 6 (Mus musculus), Q61143 | ACh-evoked depolarization; hits give low values | B-score at 10 µM | actives 1.1% (n = 310,000);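 active = B-score under library mean minus 3 SD, initial fluorescence not abnormally high, positive integrated signal ratio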;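 note: B-score derived from integrated fluorescence ratio over the kinetic read; more negative B-score means stronger inhibition of depolarization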
MrgX1 antag: antagonists of human MrgX1 receptor, primary screen, HEK293 cells, Fluo-4 calcium flux; BAM8-22 antagonism; hits give low values; B-score at 10 µM; actives 1.3% (n = 310,000);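 active = calcium-response B-score plate-corrected more than 3 library SD below zero, starting fluorescence within 5 deviations, no agonist response on first addition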;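 note: peak minus trough fluorescence over baseline after final BAM8-22 challenge near maximal dose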
MrgX1 ag: agonists of human MrgX1 receptor, primary screen, HEK293 cells, Fluo-4 calcium flux | Fluo-4 calcium fluorescence, agonist mode; hits give high values | B-score at 10 µM | Mas-related G-protein coupled receptor member X1 (Homo sapiens), Q96LB2 | actives 0.44% (n = 310,000);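 active = calcium response B-score plate-corrected fluorescence ratio at least 3 library SD, with starting fluorescence B-score inside 5 SD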
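Assay system: MrgX1-expressing HEK293 cells / Amount: fifteen thousand cells per well / Doses: test compound in the initial addition of three / Timing: cells plated overnight, dye loaded 0.5 h 37 °C, 0.5 h room temperature / Technique: kinetic calcium dye fluorescence, Fluo-4 NW / Control set: positive and negative controls per plate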
TMEM16A act: TMEM16A chloride channel activators or potentiators, primary screen, cell-based, HTS; actives 0.3% (n = 340,000); B-score at 10 µM; Anoctamin-1 (Mus musculus), Q8BHY3; AID 623877, 2012; HEK293 TMEM16A/YFP-H148Q/I152L, iodide quench fluorescence; hits give low values;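 active = fluorescence-ratio B-score plate-corrected deviation score at least 3 library SD below zero, with starting fluorescence score within 5 deviations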;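 note: channel opened by trigger with iodide after compound preincubation; score built on the fluorescence ratio of max minus min over baseline; more negative score means more quench and so TMEM16A activation or potentiation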
TRPC6 activator: mouse TRPC6 channel activators, primary screen, cell-based, HEK293, membrane potential dye; Short transient receptor potential channel 6 (Mus musculus), Q61143; HEK293-TRPC6 membrane potential dye fluorescence; hits give high values; B-score at 10 µM; actives 0.13% (n = 310,000);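 active = B-score of the integrated fluorescence ratio above library mean plus 3 SD, and starting fluorescence ratio within library mean plus 5 SD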;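 note: higher score means more depolarization so channel activation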
ANO1 block: TMEM16A chloride channel inhibitors, primary screen, cell-based, HTS; Anoctamin-1 (Mus musculus), Q8BHY3; HEK293 TMEM16A/YFP iodide influx fluorescence, ionomycin; normalized B-score (activity score, 25-100; higher = stronger inhibition) at 10 µM; actives 1.2% (n = 310,000);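 active = ratio plate-corrected score three or more library SD toward inhibition, starting fluorescence score within five deviations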;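 note: score derived from kinetic fluorescence span divided by baseline fluorescence per well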
HDAC3 inh: HDAC3 deacetylase inhibitors, primary screen, biochemical, fluorescence, cell-free homogeneous; Histone deacetylase 3 (Homo sapiens), O15379; recombinant HDAC3, fluorogenic peptide/trypsin coupled; inhibition, % at 8.3 µM; actives 0.15% (n = 320,000); in the data active = inhibition above about 26%, passing the limit was not always enough
Target sequence (O15379 whole entry, looked up): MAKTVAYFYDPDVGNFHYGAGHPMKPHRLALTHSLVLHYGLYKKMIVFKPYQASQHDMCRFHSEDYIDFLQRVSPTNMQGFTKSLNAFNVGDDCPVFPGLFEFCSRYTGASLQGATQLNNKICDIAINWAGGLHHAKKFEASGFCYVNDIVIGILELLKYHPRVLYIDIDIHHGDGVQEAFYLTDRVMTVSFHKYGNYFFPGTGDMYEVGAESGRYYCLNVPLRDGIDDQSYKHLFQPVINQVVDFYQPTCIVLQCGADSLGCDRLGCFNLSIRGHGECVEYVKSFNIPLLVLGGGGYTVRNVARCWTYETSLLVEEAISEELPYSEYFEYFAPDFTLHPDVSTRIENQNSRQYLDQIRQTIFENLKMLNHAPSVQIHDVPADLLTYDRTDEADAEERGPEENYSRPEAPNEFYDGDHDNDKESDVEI
Numbers without * were called inactive; i = inactive; x = not tested or not shown.

#	structure	TRPC6 activator	RGS4 inh	ANO1 block	MrgX1 ag	SKKanGAS inh	RGS4 act	TRPC6 inhibitor	MrgX1 antag	HDAC3 inh	TMEM16A act	MrgX1 PAM
1	CC(=O)Nc1ccccc1OCC(=O)NC(C)c1ccccc1 (stereo not drawn)	i	i	i	i	0	i	i	i	-1	i	i
2	Nc1ccc(N=Nc2ccccc2Cl)c(N)n1	i	i	i	i	-3	i	i	i	14	i	i
3	O=c1[nH]c(=O)c2nnc(N/N=C\c3ccc(O)cc3)nc2[nH]1	i	i	i	i	x	i	i	i	6	i	i
4	O=C(CCN1C(=O)/C(=C/c2ccccc2F)SC1=S)NCCCn1ccnc1	i	i	i	i	1	i	i	i	5	i	i
5	COc1ccc(N2CCN(C(=O)Cn3nnc(-c4ccc(N(C)C)cc4)n3)CC2)cc1	i	i	i	i	-10	i	i	i	-10	x	i
6	Cc1cccc(C)c1OC(=O)C(c1ccccc1)c1ccccc1	i	i	i	i	71*	i	i	i	-1	i	i
7	Cc1c(-c2ccccc2)[nH]n2c(=O)c3c(nc12)CCCC3	i	i	i	i	7	i	i	i	-1	i	i
8	COC(=O)C1=C(N)OC2=C(C(=O)CC(C)(C)C2)C1c1cccs1 (stereo not drawn)	i	i	i	i	-2	i	i	i	-14	i	i
9	Nc1c(-c2ccccc2)c(CN2CCOCC2)nn1-c1cccc([N+](=O)[O-])c1	i	i	i	i	1	i	i	i	2	i	i
10	CCOc1ccc(CNc2ccc(N3CCCC3)cc2)cc1	i	i	i	i	2	i	i	i	1	i	i
11	CCCn1c(SCC(=O)c2ccc3c(c2)OCCO3)nnc1-c1ccco1	i	i	i	i	-2	i	i	i	7	i	i
12	CCOC(=O)c1cn(CC(=O)Nc2cccc(Cl)c2C)nn1	i	i	i	i	-7	i	i	i	0	i	i
13	O=S(=O)(NCCc1ccccc1)c1ccc(S(=O)(=O)N2CCCCC2)cc1	i	i	i	i	2	i	i	i	8	i	i
14	CCN(CC)S(=O)(=O)c1ccc(Cl)c(NC(=O)COc2ccc3c(C)cc(=O)oc3c2)c1	i	i	i	i	1	i	i	i	4	i	i
15	CCN1CCN(S(=O)(=O)c2c(C)cc(C)cc2C)CC1	i	i	i	i	-14	i	i	i	-1	i	i
16	CC(C)CCNC(=O)C1CCN(S(=O)(=O)c2ccc3nc4c(c(C(=O)O)c3c2)CCCCC4)CC1	i	i	i	i	-5	i	i	i	-5	i	i
17	COC(=O)c1cc(S(=O)(=O)N(Cc2ccccc2)C(C)(C)C)c[nH]1	i	i	i	i	-1	i	i	i	1	i	i
18	Cc1cc(N2C(=O)CC(C(C)c3ccccc3)C2=O)no1 (stereo not drawn)	i	i	i	i	-4	i	i	i	-1	i	i
19	CCOc1ccc(Oc2ccccc2NC(=O)C2=COCCO2)cc1	i	i	i	i	-7	i	i	i	2	i	i
20	Cn1c(CCN2CCCC2)nc2cc(NS(=O)(=O)c3ccccc3)ccc21	i	i	i	i	4	i	i	i	0	i	i
21	COc1ccc(C(CC(=O)O)NS(=O)(=O)c2ccc3c(c2)NC(=O)CO3)cc1 (stereo not drawn)	i	i	i	i	3	i	i	i	0	i	i
22	O=C(NCc1ccccc1)NC(=O)c1ccc(Cl)cc1	i	i	i	i	2	i	i	i	-6	i	i
23	CCOC(=O)N1CCC(N2C(=O)c3ccc(C(=O)NCc4ccc(F)cc4)cc3C2=O)CC1	x	x	i	i	x	x	x	i	-2	i	i
24	CCn1ncc(/C=N/NC(=O)c2ccc3c(c2)OCO3)c1C	i	i	i	i	4	i	i	i	4	i	i
25	CC1CCN(CC(=O)Nc2ccc(N3CCCCCC3)cc2)CC1	i	i	i	i	-11	-7*	-5.4*	i	-1	i	i
26	O=C(NCc1cccnc1)Nc1cccc([N+](=O)[O-])c1	i	i	i	i	-3	i	i	i	2	i	i
27	CC1CCCCC1NC(=O)C1CC=CCC1C(=O)O (stereo not drawn)	i	i	i	i	3	i	i	i	-3	i	i
28	CCCC1NC(C(=O)O)Cc2c1[nH]c1ccccc21 (stereo not drawn)	i	i	i	i	0	i	i	i	-58	i	i
29	O=C(COC(=O)Cc1cccc(C(F)(F)F)c1)NC1CC1	i	i	i	i	4	i	i	i	5	i	i
30	CCOC(=O)N1CCC(NC(=O)CNS(=O)(=O)c2ccc(Br)s2)CC1	i	i	i	i	-1	i	i	i	1	i	i
31	Cc1cc(=O)[nH]c(SCC(=O)Nc2ccc(S(=O)(=O)N3CCCCC3)cc2)n1	i	i	i	i	0	i	i	i	-7	i	i
32	CCCCNC(=O)COC(=O)c1ccc(SC)cc1OC	i	i	i	i	-3	i	i	i	13	i	i
33	O=C(CSC1=NCCS1)N1CCN(c2ccc(Cl)cc2)CC1	i	i	i	i	-8	i	i	-6.3*	-4	i	i
34	O=C(c1cccnc1)N(c1cc2sc(=O)oc2c2ccccc12)S(=O)(=O)c1ccccc1	i	i	i	i	4	i	i	i	-8	i	i
35	CN(C(=O)C1CCCN(c2ncnc3c2nc2n3CCCCC2)C1)c1cccc(Cl)c1 (stereo not drawn)	i	i	i	i	-3	i	i	i	-5	i	i
36	CC(C)C(=O)Nc1ccc(C(=O)NCc2cccnc2)cc1	i	i	i	i	0	i	i	i	1	i	i
37	O=C(CN1CCN(S(=O)(=O)c2ccccc2)CC1)NC(=O)NCc1ccco1	i	i	i	i	-2	i	i	i	5	i	i
38	CSCCCN1CCCC(CO)(Cc2ccccc2F)C1 (stereo not drawn)	i	i	i	i	0	i	i	i	-2	i	i
39	CCOC(=O)Cc1csc(/C(=N/O)C(N)=O)n1	i	i	i	i	-2	i	i	i	3	i	i
40	Cn1c2ccccc2c2cc(C(=O)NNC(=O)CCl)sc21	i	i	i	i	-7	i	i	i	6	i	i

2 compounds from above, showing only HDAC3 inh, ANO1 block and MrgX1 antag.
nr	structure	HDAC3 inh	ANO1 block	MrgX1 antag
21	COc1ccc(C(CC(=O)O)NS(=O)(=O)c2ccc3c(c2)NC(=O)CO3)cc1 (stereo not drawn)	0	i	i
22	O=C(NCc1ccccc1)NC(=O)c1ccc(Cl)cc1	-6	i	i

Going on with the list:
#	structure	TRPC6 activator	RGS4 inh	ANO1 block	MrgX1 ag	SKKanGAS inh	RGS4 act	TRPC6 inhibitor	MrgX1 antag	HDAC3 inh	TMEM16A act	MrgX1 PAM
41	C/C(=N\NC(=O)c1cc(C)nc2ccccc12)c1cccc(Cl)c1	i	i	i	i	23	i	i	i	-6	i	i
42	CC(C)(C)c1nc(SCC(=O)N2CCCC2)c2ccccc2n1	i	i	i	i	-1	i	i	i	-5	i	i
43	COc1cccc(CNc2ncc(C(=O)Nc3cc(OC)c(OC)c(OC)c3)c(C)n2)c1	i	i	i	i	4	i	i	i	4	i	i
44	CC(C)(C)c1ccc(-c2nc3cc(N)ccc3o2)cc1	i	i	i	i	-7	i	i	i	5	i	i
45	Cc1cccc(NC(=S)N2CCN(Cc3ccc4c(c3)OCO4)CC2)c1C	i	i	i	i	2	i	i	i	3	i	i
46	COc1cccc(/C=N/NC(=O)CN2C(=O)NC3NC(=O)NC32)c1 (stereo not drawn)	i	i	i	i	-1	i	i	i	x	i	i
47	CCOC(=O)N1CCN(S(=O)(=O)N2CCCC(C(=O)NCCCN3CCC(C)CC3)C2)CC1 (stereo not drawn)	i	i	i	i	2	i	i	i	-3	i	i
48	N#Cc1c2ccc(OCC(N)=O)cc2n2ccccc12	i	i	i	i	13	i	i	i	-12	i	i
49	O=S(=O)(c1cccc2nsnc12)N1CCN(Cc2ccccc2)CC1	i	i	i	i	-3	i	i	i	-8	i	i
50	Cc1cc(N2CCN(c3nc(-c4ccccc4)cs3)CC2)c2ccccc2n1	i	i	i	i	20	i	i	i	10	i	i
51	CNCCOc1ccc(Cl)c(Cl)c1	i	i	i	i	2	i	i	i	6	i	i
52	O=C(NCc1ccc(F)cc1)C(=O)NCC(c1ccco1)N1CCOCC1 (stereo not drawn)	i	i	i	i	-7	i	i	i	0	i	i
53	Cn1c(=O)n(C)c2cc([N+](=O)[O-])c(N3CCN(C(=O)C(C)(C)C)CC3)cc21	i	i	i	i	-15	i	i	i	1	i	i
54	Cn1c2ccc(Cl)cc2c2nc3ccccc3nc21	i	i	i	i	25	i	i	i	6	i	i
55	C#CCSc1nnc(CNS(=O)(=O)c2ccc(Br)cc2)n1C	i	i	i	i	-2	i	i	i	3	i	i
56	COc1cccc(NC(=O)Cn2nnc(C(=O)Nc3ccccc3)c2N)c1	i	i	i	i	1	i	i	i	-1	i	i
57	CCCn1c(NC(=O)CN2C(=O)NC3(CCCC3)C2=O)nc2ccccc21	i	i	i	i	8	i	i	i	-1	i	i
58	CC(C)(C)NC(=O)CSc1nccn1Cc1ccccc1	i	i	i	i	1	i	i	i	10	i	i
59	COc1ccc(S(=O)(=O)N2CCN(CC(=O)Nc3cc(OC)cc(OC)c3)CC2)cc1	i	i	i	i	-3	i	i	i	-10	i	i
60	NC(=O)C1CCN(c2nc(-c3ccc(Br)cc3)cs2)CC1	i	i	i	i	-8	i	i	i	x	i	i
61	CSc1c(CC(=O)Nc2ccc(F)cc2)n(Cc2ccccc2)c2ccccc12	i	i	i	i	5	i	i	i	2	i	i
62	COc1ccc([N+](=O)[O-])cc1N(CC(O)CN1CCCCC1)S(=O)(=O)c1ccc(C)cc1 (stereo not drawn)	i	i	i	i	3	i	i	i	2	i	i

High-throughput results deposited in PubChem by several laboratories.
